Screens from PubChem BioAssay.
RORg inh: qHTS for inhibitors of ROR gamma transcriptional activity | Drosophila S2 Gal4-RORgamma UAS-luciferase reporter, 20 h | actives 5.4% (n = 310,000) | Nuclear receptor ROR-gamma (Mus musculus), P51450 | Potency, µM (titrated, usually from 53.6 µM), inactives show at the top dose activity change, negative = inhibition, actives largely listed as inhibitors; also: potency is read from the fitted curve at half-maximal effect; % is scaled to controls: 0 for no effect and ±100 for the full control effect; nearly all actives have a fitted effect of over 60% in size
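Stably transfected Drosophila Schneider cells are the test system, with ROR gamma fused to Gal4 and luciferase under UAS control; luminescence is read after 20 hr of 700 uM copper sulfate induction at ambient temperature.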
ELG1 genotoxic: qHTS screen for small molecules that induce genotoxicity in human embryonic kidney (HEK293T) cells expressing luciferase-tagged ELG1; HEK293T ELG1-luciferase reporter, luminescence, 16 h; AID 504466, 2011; Potency, µM (titrated, usually from 46 µM), without a hit: at the highest dose activity change, positive = activation, actives largely listed as activators; actives 1.3% (n = 330,000); also: potency is read from the fitted curve at half-maximal effect; % of control where 0% means no effect; nearly all actives have a fitted effect of over 60% in size
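Quantitative HTS format in 1536-well plates. HEK293T ELG1-luciferase reporter cells receive test compound and are incubated 16 hr at 37 °C, 5% CO2; ONE-Glo added, 30 min room temperature, then luminescence read.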
BRCA1 expr up: qHTS Assay to Identify Small Molecule Activators of BRCA1 Expression; MCF7-BRCA1-FFLuc reporter, luminescence, 48 h; response scale: scaled: vehicle 0%, 10 µM genistein 100%; Potency, µM (top dose mostly 46.1 µM), for inactives: at the top dose activation, usual class: activators; actives 1.1% (n = 380,000); AID 624202, 2012; also: potency is read from the fitted curve at half-maximal effect; nearly all actives have a fitted effect of over 80% in size; some results filed as inactive show a strong effect at the top dose
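Using MCF7 cells harboring a BRCA1 firefly luciferase reporter, plated 2 h before compound pinning, the screen measured luminescence after 48 h incubation. Responses were normalized to DMSO and 10 microM genistein, then fitted for concentration-effect.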
TRPV1 agonist: HTS Assay for Compounds that Act as Agonists of the Vanilloid Receptor 1; Transient receptor potential cation channel subfamily V member 1 (Homo sapiens), Q8NER1; activation, % at 8.33 µM; actives 0.19% (n = 320,000); TRPV1-expressing cells, Fluo-8 calcium influx, agonist mode; in the data active = activation above about 80%; inconclusive = between about 30% and that limit; also: 0% is about no effect
Target sequence (Q8NER1 whole entry, looked up): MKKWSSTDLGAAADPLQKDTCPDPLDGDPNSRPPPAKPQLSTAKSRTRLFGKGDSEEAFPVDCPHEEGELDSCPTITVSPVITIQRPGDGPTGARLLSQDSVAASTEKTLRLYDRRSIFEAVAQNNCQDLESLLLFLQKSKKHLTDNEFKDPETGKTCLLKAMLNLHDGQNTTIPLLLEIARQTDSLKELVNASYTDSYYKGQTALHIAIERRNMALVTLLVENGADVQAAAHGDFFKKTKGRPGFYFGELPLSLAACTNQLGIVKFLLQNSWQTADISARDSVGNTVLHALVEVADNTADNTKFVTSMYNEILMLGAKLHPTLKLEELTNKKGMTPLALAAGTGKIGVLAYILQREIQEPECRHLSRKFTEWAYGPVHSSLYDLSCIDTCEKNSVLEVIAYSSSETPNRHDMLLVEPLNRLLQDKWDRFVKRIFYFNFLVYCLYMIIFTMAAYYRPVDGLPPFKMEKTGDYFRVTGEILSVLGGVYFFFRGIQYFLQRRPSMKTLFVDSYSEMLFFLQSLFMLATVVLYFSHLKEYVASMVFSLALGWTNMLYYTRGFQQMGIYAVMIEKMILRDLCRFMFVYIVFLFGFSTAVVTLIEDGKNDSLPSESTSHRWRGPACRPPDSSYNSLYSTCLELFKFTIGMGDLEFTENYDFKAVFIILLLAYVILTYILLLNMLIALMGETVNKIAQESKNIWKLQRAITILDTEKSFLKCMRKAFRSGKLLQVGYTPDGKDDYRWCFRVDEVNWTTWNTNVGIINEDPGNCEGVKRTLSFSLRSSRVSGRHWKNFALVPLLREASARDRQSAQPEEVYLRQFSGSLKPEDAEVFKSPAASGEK
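Cells expressing TRPV1 were dye-loaded with Fluo-8 and read kinetically: 10 s baseline, 3 min after compound (agonist portion), then 2 min after EC20 capsaicin (allosteric enhancer portion). Calcium-bound dye fluorescence at 480/520 nm.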
p53 reactivator: qHTS assay for re-activators of p53 using a Luc reporter. AID 504706, 2011. H1299 p53-A138V BP100-luciferase reporter, luminescence, 24 h. Potency, µM (doses to about 92.2 µM), for inactives: at the top dose activity change, positive = activation, hits mostly activators. actives 0.063% (n = 320,000); also: potency is read from the fitted curve at half-maximal effect; % of control where 0% means no effect; nearly all actives have a fitted effect of over 45% in size
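H1299 (p53-null), stable ts p53-A138V + BP100-Luc; 1000 cells/well, Opti-MEM/10% FBS; cpd 4 pt, 1:5; 24 h, 37 deg C, 5% CO2; detection reagent 10 min RT; luminescence.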
Rab9 promoter act: qHTS Assay for Rab9 Promoter Activators | actives 2.8% (n = 320,000) | Huh7 Rab9 promoter-luciferase reporter, luminescence, 24 h | Potency, µM (doses to about 9.22 µM), inactives show top-dose activation, negative = inhibition, hits mostly activators | AID 485297, 2010; also: potency is read from the fitted curve at half-maximal effect; % of control where 0% means no effect; nearly all actives have a fitted effect of over 60% in size
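Steps: seed 1500 Huh7 Rab9-luc cells per well, rest 2 h at 37 °C; add compound in DMSO; incubate 24 h; add luciferase reagent, 10 min ambient; read luminescence.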
NPC1 promoter act: qHTS Assay for NPC1 Promoter Activators. actives 2.4% (n = 320,000). Potency, µM (series often up to 9.22 µM), inactives show at the top dose activation, most hits filed as activators. AID 485313, 2010. Huh7 NPC1 promoter luciferase reporter, 24 h;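 also: potency is read from the fitted curve at half-maximal effect; % of control where 0% means no effect; nearly all actives have a fitted effect of over 60% in size; reporter is driven by a mutant NPC1 promoter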
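Readout is luciferase luminescence, reflecting NPC1 promoter activation in stably transfected Huh7 cells after 24 h compound exposure at 37 °C in reduced-serum medium with 10% FBS.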
VP16 counter: VP16 counterscreen qHTS for inhibitors of ROR gamma transcriptional activity; Potency, µM (doses to about 53.6 µM), without a hit: at the highest dose activity, negative = inhibition, actives largely listed as inhibitors; actives 3.5% (n = 310,000); Drosophila S2 Gal4-VP16 UAS-luciferase, luminescence, 20 h;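 also: Gal4-VP16 expression switched on by copper sulfate through the metallothionein promoter; potency is read from the fitted curve at half-maximal effect; % is scaled to controls: 0 for no effect and ±100 for the full control effect; nearly all actives have a fitted effect of over 50% in size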
FLuc modulator: qHTS profiling assay for firefly luciferase inhibitor/activator using purifed enzyme and Km concentrations of substrates (counterscreen for miR-21 project); actives 6.9% (n = 360,000); AID 588342, 2011; Luciferin 4-monooxygenase (Photinus pyralis), P08659; Potency, µM (doses to about 57.5 µM), without a hit: at the highest dose activity change, negative = inhibition, usual class: inhibitors; purified FLuc, Km substrates, luminescence inhibition;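 also: potency is read from the fitted curve at half-maximal effect; plate controls were vehicle for no effect and reference inhibitor for full effect; nearly all actives have a fitted effect of over 55% in size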
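Purified P. pyralis luciferase, 10 nM final, with Km-level 10 uM D-luciferin and 10 uM ATP in 50 mM Tris acetate pH 7.5, 10 mM Mg acetate, 0.01% Tween-20, 0.05% BSA; 6-point qHTS titration about 60 µM downward; luminescence read.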
ELG1 repair inh: qHTS screen for small molecules that inhibit ELG1-dependent DNA repair in human embryonic kidney (HEK293T) cells expressing luciferase-tagged ELG1 | HEK293T ELG1-luciferase reporter, luminescence, 16 h; DNA damage induced by 5-fluorouridine | Potency, µM (top dose mostly 46.1 µM), for the others: at the top dose activity change, negative = inhibition, most hits filed as inhibitors | actives 2.3% (n = 330,000); also: potency is read from the fitted curve at half-maximal effect; % is scaled to controls: 0 for no effect and ±100 for the full control effect; nearly all actives have a fitted effect of over 55% in size
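Cells (2,000 per well) received 5-fluorouridine plus test compound or DMSO and were incubated 16 hr at 37 °C, 5% CO2. Luciferase activity was read by luminescence 30 min after ONE-Glo addition; signal suppression marked inhibition of damage-induced ELG1 function.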
Tb PFK inh: qHTS Assay to Find Inhibitors of T. brucei phosphofructokinase; ATP-dependent 6-phosphofructokinase (Trypanosoma brucei brucei), O15648; T. brucei PFK, ADP-Glo luminescence; Potency, µM (highest dose often 57.5 µM), inactives show top-dose activity, negative = inhibition, actives largely listed as inhibitors; actives 0.17% (n = 330,000);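 also: potency is read from the fitted curve at half-maximal effect; 0% = uninhibited 1x PFK enzyme wells and -100% = no-enzyme wells; nearly all actives have a fitted effect of over 60% in size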
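In TEA buffer at pH 8.0 with 5 mM MgCl2, enzyme (1.25 nM) converted F6P (0.5 mM) and ATP (0.1 mM) for 45 min at room temperature. ADP product was read by luciferase luminescence.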
Starred values were filed as active, the others as inactive; ? = inconclusive; / = no result given; [ ] = dose if it differs, or a comment. Unless noted, calls follow the shape of the dose curve; as a rule, active = well fitted curve in the direction sought with a large enough effect; inconclusive = small, poorly fitted or top-dose-only effect, or another doubt; inactive = no such curve, though single readings can be large; an effect the other way counts as inactive or inconclusive.

SMILES	RORg inh	ELG1 genotoxic	BRCA1 expr up	TRPV1 agonist	p53 reactivator	Rab9 promoter act	NPC1 promoter act	VP16 counter	FLuc modulator	ELG1 repair inh	Tb PFK inh
CCOc1ccccc1NC(=O)CSc1nnc(CCC(=O)Nc2ccccc2F)n1C	2%	-2%	5%	-7	-7%	-5%	4%	-2%	0%	-12%	2%
O=C(Nc1cccc(S(=O)(=O)N2CCOCC2)c1)c1ccc(N2CCOCC2)c([N+](=O)[O-])c1	38%	-5%	16%	14	-10%	-1%	-7%	-7%	-15%	?	-3%
Cc1ccc(N(C)C(=O)c2cnn(-c3ccccc3)c2C)c(C)c1	?	-2%	-11%	17	3%	6%	-1%	2%	-2%	-20%	0%
COc1ccccc1-c1sc2ccccc2c1-c1ccc(OCCN2CCCCC2)cc1	/	-1%	-34%	/	-7%	/	/	/	/	26%	2%
O=C(NC1CCOc2ccccc21)c1ccc(Cl)nc1 (centres undefined)	-7%	0%	-3%	1	-4%	-2%	5%	-9%	0%	-4%	0%
CCc1ccccc1NC(=S)N(Cc1cccc(C)c1)c1cccnc1	-10%	-3%	-2%	20	3%	-5%	-2%	-20%	-3%	-15%	-6%
COc1ccc(/C=C2\N=C3CCCCCN3C2=O)cc1OC	21%	4%	-1%	3	28%	2%	14%	12%	?	?	1%
Cc1ccc(C(=O)NCCOc2cccc(C)c2)cc1	6%	?	?	?	6%	27%	29%	?	24µM*	?	1%
O=C(CN(c1ccc(F)cc1)S(=O)(=O)c1ccc2c(c1)OCCO2)NCc1ccccc1	-24%	-1%	-25%	9	7%	3%	-2%	2%	7%	-10%	3%
O=C(c1ccc2ccccc2n1)N1CCN(S(=O)(=O)c2ccccc2)CC1	/	-4%	0%	/	-6%	/	/	/	/	-4%	4%
CC(C)NC(=S)N1CCCN(c2ncccc2[N+](=O)[O-])CC1	-2%	0%	10%	-1	0%	7%	3%	15%	-2%	-14%	0%
COc1ccc(CCN(C)C(=O)c2cc(-c3ccccc3)nc3ccc(C)cc23)cc1OC	-17%	?	-23%	3	27%	3%	?	-13%	2.4µM*	?	11%
CCc1ccc(NC(=S)N(CCN2CCCCC2)Cc2ccco2)cc1	?	-3%	-29%	9	10%	1%	-1%	?	-28%	7%	-3%
O=C(Nc1nc(-c2ccco2)c(-c2ccco2)s1)c1cnccn1	/	-6%	-53%	-3	8%	-1%	-11%	/	-4%	3%	12µM*
CCOc1ccc(CNC(=O)C(CC)n2nc(C)n3c(cc4occc43)c2=O)cc1OC (centres undefined)	35%	-9%	-24%	0	-5%	-4%	-1%	?	0%	-17%	0%
O=C(NNc1ccccc1Cl)C(O)(c1cccc(C(F)(F)F)c1)c1cccc(C(F)(F)F)c1	?	-14%	-85%	23	-2%	-12%	-6%	-95%	3%	-27%	-6%
CCOC(=O)c1cc(NC(=O)COC)ccc1O	-18%	1%	/	-2	-3%	-5%	-4%	9%	1%	-3%	-1%
CC(C)OC(=O)CSc1nc(-c2ccc(F)cc2)cc(C(F)(F)F)n1	32%	2%	-34%	3	-6%	0%	-12%	0%	-5%	-18%	-1%
C(=N\NCc1ccccc1)/c1ccc2nccnc2c1	?	?	4.5µM*	0	7%	2.5µM*	3.5µM*	?	12µM*	?	2%
Cc1ccc(-c2nn(CC(=O)N3CCOCC3)c(=O)c3ccccc23)cc1S(=O)(=O)N(C)C	7%	-2%	-10%	1	-3%	-6%	-1%	-5%	0%	2%	0%
CC(C)NC(=O)Nc1cccc2c1O[C@H](CN(C)C(=O)NC1CCCCC1)[C@H](C)CN([C@H](C)CO)C2=O	/	1%	0%	/	-4%	/	/	/	/	?	-4%
CC1=NN(C(=O)c2csc(C)c2C)C(O)(C(F)(F)F)C1 (centres undefined)	5.6µM*	2%	-8%	12	?	-1%	0%	4.5µM*	-1%	15%	-2%
COC(=O)C(NC(=O)c1ccc(F)cc1)(Nc1nc(C)cs1)C(F)(F)F (centres undefined)	1%	5%	-3%	1	2%	-3%	-5%	7%	6%	-13%	0%
N#Cc1ccccc1CN1C(=O)c2ccccc2S1(=O)=O	6%	-3%	3%	2	3%	0%	1%	-1%	-1%	2%	-4%
N=c1oc2c3c4c(cc2cc1C(=O)Nc1ccccc1)CCCN4CCC3	?	?	-3%	84*	?	?	?	14%	1.9µM*	?	1%
Carrying on:
SMILES	RORg inh	ELG1 genotoxic	BRCA1 expr up	TRPV1 agonist	p53 reactivator	Rab9 promoter act	NPC1 promoter act	VP16 counter	FLuc modulator	ELG1 repair inh	Tb PFK inh
CC1(C)Cc2nc3sc4c(NCCO)ncnc4c3cc2CS1	4µM*	1%	32%	-4	7%	?	21%	?	19µM*	-1%	-7%
COc1ccc(/C=N/NC(=O)c2cc(-c3ccccc3OC(C)C)nc3ccccc23)cc1CN1CCOCC1	-23%	-3%	-10%	4	-2%	-2%	-2%	-13%	-20%	?	0%
CCOc1cc(C(=O)OCC(=O)c2c(C)[nH]c3ccccc23)ccc1OCC(=O)N1CCOCC1	17%[10 µM]	-7%	-2%	-2	-15%	-9%	-5%	-7%	0%	16µM*	0%
COc1cccc(NC(=O)c2sc3ncn(CC(=O)N4CCN(c5ccccn5)CC4)c(=O)c3c2C)c1	45%	-12%	-1%	2	1%	-4%	-3%	-4%	-4%	-15%	-3%
O=C(Nc1ccccc1)c1cccnc1Nc1ccccc1	16%	-1%	-25%	8	-5%	-4%	-2%	-2%	-10%	-13%	0%
CCOc1ccc(OCC)c(NC(=O)CSc2nc3c(c(=O)n(C)c(=O)n3C)n2CC)c1	20%	-1%	-23%	5	-10%	6%	0%	-5%	5%	?	0%
COc1cc(C(=O)NCC2CCCO2)cc(OC)c1OC (centres undefined)	-15%	7%	6%	-2	-9%	-3%	-2%	1%	-1%	1%	0%
Cc1cc(=O)oc2c(C)c(OC(C)C(=O)N3CC[C@@]4(O)CCCC[C@H]4C3)ccc12 (some centres undefined)	-39%	-3%	-2%	-1	-1%	-1%	2%	0%	-2%	2%	0%
O=C(COC(=O)c1cc(-c2cccc(Br)c2)nc2ccccc12)NCC1CCCO1 (centres undefined)	36%	7%	-24%	11	-2%	0%	3%	-3%	?	16%	1%
COc1cc(/C=C2/SC(=Nc3ccc(O)cc3)NC2=O)cc(OC)c1O	9%	17%	-86%	12	-3%	15%	-21%	7%	2%	16%	-1%
O=C(NCCN1C(=O)C2C3C=CC(C3)C2C1=O)Nc1ccc(Br)cc1 (centres undefined)	-2%	8.2µM*	71%	-3	?	2.2µM*	3.2µM*	-18%	11µM*	?	2%

Reformatted in markdown: part of the list above.
| SMILES | RORg inh | ELG1 genotoxic | BRCA1 expr up | TRPV1 agonist | p53 reactivator | Rab9 promoter act | NPC1 promoter act | VP16 counter | FLuc modulator | ELG1 repair inh | Tb PFK inh |
| --- | --- | --- | --- | --- | --- | --- | --- | --- | --- | --- | --- |
| O=C(Nc1ccccc1)c1cccnc1Nc1ccccc1 | 16% | -1% | -25% | 8 | -5% | -4% | -2% | -2% | -10% | -13% | 0% |
| CCOc1ccc(OCC)c(NC(=O)CSc2nc3c(c(=O)n(C)c(=O)n3C)n2CC)c1 | 20% | -1% | -23% | 5 | -10% | 6% | 0% | -5% | 5% | ? | 0% |
| COc1cc(C(=O)NCC2CCCO2)cc(OC)c1OC (centres undefined) | -15% | 7% | 6% | -2 | -9% | -3% | -2% | 1% | -1% | 1% | 0% |
| Cc1cc(=O)oc2c(C)c(OC(C)C(=O)N3CC[C@@]4(O)CCCC[C@H]4C3)ccc12 (some centres undefined) | -39% | -3% | -2% | -1 | -1% | -1% | 2% | 0% | -2% | 2% | 0% |
| O=C(COC(=O)c1cc(-c2cccc(Br)c2)nc2ccccc12)NCC1CCCO1 (centres undefined) | 36% | 7% | -24% | 11 | -2% | 0% | 3% | -3% | ? | 16% | 1% |
| COc1cc(/C=C2/SC(=Nc3ccc(O)cc3)NC2=O)cc(OC)c1O | 9% | 17% | -86% | 12 | -3% | 15% | -21% | 7% | 2% | 16% | -1% |
